# G9a block: G9a (human) methyltransferase inhibition; Q96KQ7; Potency, µM (series often up to 102 µM), without a hit: at the top dose activity, negative = inhibition, most hits filed as inhibitors; 350,000 compounds, 8.8% hits; G9a H3K9 monomethylation, AlphaScreen, 2 h; further: potency means the concentration at half of the fitted maximal effect; on the % scale 0 is the no-effect control and ±100 the full control effect; nearly all actives have a fitted effect of over 75% in size
#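 AlphaScreen detection with an anti-monomethyl H3K9 antibody quantified product after a 2 h room-temperature reaction containing 500 nM biotinylated H3K9 peptide, 20 µM SAM and 20 nM enzyme, which had been preincubated 15 min with compound.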
# RGS4 inh: inhibitors of human regulator of G protein signaling 4 | P49798 | Transcreener GDP fluorescence polarization, RGS4-accelerated GTP hydrolysis | Potency, µM (highest dose often 114 µM), for the others: top-dose activity change, negative = inhibition, most hits filed as inhibitors | 390,000 compounds, 0.039% hits; further: potency means the concentration at half of the fitted maximal effect; on the % scale 0 is the no-effect control and ±100 the full control effect; nearly all actives have a fitted effect of over 75% in size; some results filed as inactive show a strong effect at the top dose
# Target sequence (P49798 whole entry, looked up): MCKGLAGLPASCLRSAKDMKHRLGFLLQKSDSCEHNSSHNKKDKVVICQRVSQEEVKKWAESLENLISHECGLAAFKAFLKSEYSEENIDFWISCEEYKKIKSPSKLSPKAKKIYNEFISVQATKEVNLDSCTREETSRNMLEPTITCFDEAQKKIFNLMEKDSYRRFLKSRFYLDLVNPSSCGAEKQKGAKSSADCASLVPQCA
#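 MLSMR compounds (23 nl, pin-transferred) preincubated 10 min at room temperature with a 500nM (2x) first reagent, then RGS4 at 900nM (2x) plus Transcreener GDP mix added; fluorescence polarization (620/688 nm) read before and after 90 min at 30 °C.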
# PI4K2A block: inhibitors of human PI4K2A | Q9BTU6 | purified PI4K2A, ADP-Glo luminescence, 1 h; active compounds read low | activity change, negative = inhibition, % at 76.9 µM | 420,000 compounds, 0.13% hits | AID 1346378; in the data active means activity change below about -50%; inconclusive means mostly about -30% to -49%;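 further: -100% = wells without enzyme as full effect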
#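 ADP-Glo luminescence measured ADP generated by PI4K2A enzyme (4 ug/mL before mixing) with 1.2 mM PI substrate (pre-mix) and 300 microM ATP (pre-mix). Tris pH7.5 buffer with MgCl2, Triton X-100; 1 h reaction at ambient temperature.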
# BAZ2B block: inhibitors of human BAZ2B bromodomain | Q9UIF8 | AlphaScreen BAZ2B-H3K14Ac peptide displacement | Potency, µM (doses to about 114 µM), inactives show at the top dose activity change, negative = inhibition, actives largely listed as inhibitors | 360,000 compounds, 4.4% hits | AID 504333; further: potency means the concentration at half of the fitted maximal effect; on the % scale 0 is the no-effect control and ±100 the full control effect; nearly all actives have a fitted effect of over 60% in size
#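 In this displacement format the biotinylated H3(5-23) peptide acetylated at Lys14 serves as ligand at 50 nM, with BAZ2B at 50 nM in PBS pH 7.4 containing 0.01% Tween-20. Donor and acceptor beads are 10 ug/mL final.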
# JMJD2A Tudor inh: JMJD2A Tudor domain (human) inhibition | O75164 | AlphaScreen JMJD2A-Tudor / H3K4me3 peptide binding | Potency, µM (series often up to 114 µM), for the others: at the highest dose activity change, negative = inhibition, usual class: inhibitors | 390,000 compounds, 4.4% hits | AID 504339; further: potency means the concentration at half of the fitted maximal effect; on the % scale 0 is the no-effect control and ±100 the full control effect; nearly all actives have a fitted effect of over 50% in size
# GLS inh: inhibitors of human glutaminase (GLS); O94925; GLS enzymatic activity, qHTS titration; Potency, µM (top dose mostly 45.5 µM), for inactives: at the top dose activity change, negative = inhibition, actives largely listed as inhibitors; 410,000 compounds, 0.21% hits; further: potency means the concentration at half of the fitted maximal effect; on the % scale 0 is the no-effect control and ±100 the full control effect
# Target sequence (O94925 whole entry, looked up): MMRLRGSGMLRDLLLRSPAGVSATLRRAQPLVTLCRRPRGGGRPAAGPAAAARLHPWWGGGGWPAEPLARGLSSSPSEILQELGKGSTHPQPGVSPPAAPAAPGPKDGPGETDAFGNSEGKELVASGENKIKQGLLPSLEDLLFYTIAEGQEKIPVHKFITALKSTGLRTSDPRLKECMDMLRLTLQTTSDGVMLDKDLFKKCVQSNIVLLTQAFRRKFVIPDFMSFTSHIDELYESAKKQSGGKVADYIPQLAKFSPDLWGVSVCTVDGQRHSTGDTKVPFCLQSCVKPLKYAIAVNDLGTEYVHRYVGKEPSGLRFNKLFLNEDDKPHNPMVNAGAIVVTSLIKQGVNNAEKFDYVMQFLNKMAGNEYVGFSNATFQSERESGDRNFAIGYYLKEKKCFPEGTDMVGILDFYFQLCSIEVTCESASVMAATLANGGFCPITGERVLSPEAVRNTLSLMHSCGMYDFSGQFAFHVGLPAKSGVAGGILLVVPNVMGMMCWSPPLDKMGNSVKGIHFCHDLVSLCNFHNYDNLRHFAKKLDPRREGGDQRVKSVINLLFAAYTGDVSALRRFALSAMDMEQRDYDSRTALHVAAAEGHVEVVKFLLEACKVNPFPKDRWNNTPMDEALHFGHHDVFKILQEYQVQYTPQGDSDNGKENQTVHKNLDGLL
#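 Coupled fluorescence readout: glutamate oxidase/HRP/Amplex Red detect glutamate formed by hKGA from L-glutamine (1 mM solution added). Buffer 45 mM KH2PO4 pH 8.2, 0.02% Tween-20; reads at t0 and 30 min RT.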
# 12-LOX inh: blocks human arachidonate 12S-lipoxygenase | P18054 | purified 12hLO, xylenol orange hydroperoxide absorbance | Potency, µM (doses to about 108 µM), inactives show at the highest dose activity change, negative = inhibition, most hits filed as inhibitors | 580,000 compounds, 1.1% hits | AID 1671190; further: potency means the concentration at half of the fitted maximal effect; on the % scale 0 is the no-effect control and ±100 the full control effect
#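 Purified human 12hLO at 150 nM in 25 mM Hepes, 0.01% Triton X-100, pH 7.0, preincubated 15 min at room temperature with compound. Reaction started with 40 uM arachidonic acid, 30 min at room temperature. Hydroperoxide measured by Fe-xylenol orange, 573/405 nm absorbance ratio.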
# HP1b chromo inh: blocks HP1-beta chromodomain binding to methylated histone tails | AlphaScreen HP1-beta / biotin-H3K9me3 peptide binding | P83916 | 390,000 compounds, 0.56% hits | Potency, µM (titrated, usually from 114 µM), without a hit: at the top dose activity change, negative = inhibition, usual class: inhibitors; further: potency means the concentration at half of the fitted maximal effect; nearly all actives have a fitted effect of over 70% in size; inactives centre near 23
# Target sequence (P83916 whole entry, looked up): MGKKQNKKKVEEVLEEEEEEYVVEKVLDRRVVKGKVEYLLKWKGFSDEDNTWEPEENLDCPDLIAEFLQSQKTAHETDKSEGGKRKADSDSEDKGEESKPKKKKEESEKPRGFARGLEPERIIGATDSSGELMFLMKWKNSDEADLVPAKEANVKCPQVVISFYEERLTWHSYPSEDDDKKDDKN
#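 Compound inhibition of the preformed complex between 50 nM HP1-beta and 50 nM biotinylated H3K9me3 peptide was read by AlphaScreen. Buffer was PBS pH 7.4 with 0.01% Tween-20. Incubations ran 30 min at room temperature, with 10 ug/mL donor/acceptor beads.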
# ERG-DNA inh: blocks human ERG Ets domain binding to DNA; fluorescence polarization, His-ERG Ets domain / labelled DNA; P11308; Potency, µM (doses to about 76.9 µM), for inactives: top-dose FP activity, negative = inhibition, usual class: inhibitors; 370,000 compounds, 0.028% hits; AID 624246; active means well fitted inhibition curve with a large enough effect in the polarisation, with a control signal flat; inconclusive means small, poorly fitted or top-dose-only effect, or effect the other way, or a change in a side signal; inactive means no such curve, though single readings can be large or run the other way; the % refers to the polarisation;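 further: polarization taken with two DNA probes labelled with fluorescein and Texas red; potency means the concentration at half of the fitted maximal effect; % of control where 0% means no effect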
#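 His-tagged ERG Ets domain (1 uM in the protein solution; 300mM KCl, 50mM Tris-HCl, 1mM EDTA, 1mM DTT, pH 7.5) received compound, then a probe mix of 5 nM fluorescein-DNA and 100nM Texas-615-DNA. Fluorescence polarization was read for both dyes.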
# Active calls of the source: *; ? = inconclusive; . = not tested or not shown; & = joins results of further samples; [ ] = another dose, or the depositor's remark. Unless noted, the call rests on the fitted dose curve; in most records, active means well fitted curve in the direction sought with a large enough effect; inconclusive means small, poorly fitted or top-dose-only effect, or another doubt; inactive means no such curve, though single readings can be large; an effect the other way counts as inactive or inconclusive. A portion of the library; count on the stated rates, not on these rows.
SMILES,G9a block,RGS4 inh,PI4K2A block,BAZ2B block,JMJD2A Tudor inh,GLS inh,12-LOX inh,HP1b chromo inh,ERG-DNA inh
COc1ccc(-n2cc(CNCCCn3ccnc3)c(-c3ccccc3Cl)n2)cc1,-27%,-22%,-5,-32%,?,0%,-16%,6%,1%
c1ccc(CNc2nc(N3CCN(Cc4ccccc4)CC3)nc3ccccc23)cc1,?,-5%,-2,50µM*,-34%,0%,?,-2%,5%
c1cncc(CNc2ccc3c(c2)OCO3)c1,?,-43%,-7,?,?,27%,0%,-18%,-5%
COc1cccc(Nc2nc(=O)[nH]nc2C)c1,19%[12.7 µM],-37%,1,-5%,-6%,5%,0%[57.4 µM],49%[activator],-7%
Cc1cccc(N(CC(=O)N2CCCC2)S(C)(=O)=O)c1,0%[0.501 µM],17%,-1,-35%,2%,-11%,0%,21%,8%
Cc1ccc(S(=O)(=O)N2CCCC(c3nc(-c4ccc(C)o4)no3)C2)cc1 (stereo unspecified),-4%[2.33 µM],-9%,-1,-8%,-21%,-1%,?,0%,.
CCOC(=O)c1ccc(N2C(=O)c3n[nH]c(-c4ccco4)c3C2c2ccc(OCC)cc2)cc1 (stereo unspecified),-57%[59 µM],-12%,1,.,?,0%,?,-24%,0%
CCCCN(C(=O)C(C)Oc1ccc(Cl)cc1)c1c(N)n(CCCC)c(=O)[nH]c1=O (stereo unspecified),50µM*,5%,-2,11%,4%,5%,?,10%,.
CC1=C(C(=O)N2CCCC(C(=O)c3cccc(C(F)(F)F)c3)C2)OCCO1 (stereo unspecified),-8%,-25%,1,-16%,1%,1%,-1%,41%[activator],7%
O=C(NOC(=O)c1ccccc1)c1ccccc1,.,-20%,1,2%,-19%,0%,135%[activator],36%,-4%
O=C(CSc1nc(-c2ccco2)cc(C(F)(F)F)n1)Nc1ccc(C(=O)N2CCCCC2)cc1,-19%,7%,6,6%,-25%,-16%,?,39%,8%
Cc1ccc(-c2[nH]ncc2C(=O)c2ccc(Br)cc2)c(O)c1,8%[2.33 µM],-6%,1,-3%,-24%,1%,?,9%[57 µM],-3%

# Exported bar-delimited: entries from further up
smiles | G9a block | RGS4 inh | PI4K2A block | BAZ2B block | JMJD2A Tudor inh | GLS inh | 12-LOX inh | HP1b chromo inh | ERG-DNA inh
COc1ccc(-n2cc(CNCCCn3ccnc3)c(-c3ccccc3Cl)n2)cc1 | -27% | -22% | -5 | -32% | ? | 0% | -16% | 6% | 1%
c1ccc(CNc2nc(N3CCN(Cc4ccccc4)CC3)nc3ccccc23)cc1 | ? | -5% | -2 | 50µM* | -34% | 0% | ? | -2% | 5%
c1cncc(CNc2ccc3c(c2)OCO3)c1 | ? | -43% | -7 | ? | ? | 27% | 0% | -18% | -5%

# More structures follow:
SMILES,G9a block,RGS4 inh,PI4K2A block,BAZ2B block,JMJD2A Tudor inh,GLS inh,12-LOX inh,HP1b chromo inh,ERG-DNA inh
Cc1c(OCC(=O)N2CCC(C(=O)O)CC2)ccc2c3c(c(=O)oc12)CCCC3,6%[12.7 µM],19%,2,-6%,-19%,11%,-5%,19%,7%
Cc1nn(-c2ccc(F)cc2)c(Cl)c1/C=C/C(=O)N1CCNC(=O)C1,16%[59 µM],9%,6,-20%,-9%,2%,-4%,21%,13%
O=S1(=O)CCC(S(=O)(=O)N2CCCCCC2)C1 (stereo unspecified),?,-34%,0,5%,-1%,2%,0%,84%[activator],2%
COc1cccc(NC(=S)NCCN2CCOCC2)c1,23%[59 µM],23%,-3,7%,-7%,17%,-24%,15%,?
CCOC(=O)Cc1cnc(NC(=O)Cn2nnc(-c3ccc(OCC)cc3)n2)s1,3%,-8%[11.4 µM],4,2%,-1%[11.4 µM],-2%,0%,-13%,-5%
Cc1ccc2cc(CCNC(=O)c3cccs3)c(=O)[nH]c2c1C,16%,8%,3,2%,-13%,-12%,5%,23%,-1%
Fc1ccccc1C(c1nnnn1Cc1ccc2c(c1)OCO2)N1CCN(Cc2ccco2)CC1 (stereo unspecified),50µM*,8%,1,-4%,-34%,-4%,-21%,2%,3%
CCCCC1=CC2=CC(=O)C(C)(OC(=O)CC)C(=O)C2=CN1CC(C)C (stereo unspecified),-8%[59 µM],-30%,-7,-4%,-21%,-7%,-6%,22%,-15%
CC12CN(C(=O)c3cccc([N+](=O)[O-])c3)C3(C#N)CC1CCC23C (stereo unspecified),.,7%,3,4%,-19%,-3%,26%,14%,4%
COc1ccc(C(=O)NCc2ccc3c(c2)CCN3C(=O)c2ccc(F)cc2)cc1,-5%[59 µM],-4%,0,-3%,-16%,4%,4%,23%,-3%
Cc1[nH]n(-c2ncc(-c3ccc(Cl)cc3)s2)c(=O)c1C(c1ccc(Cl)cc1)C(C#N)C#N (stereo unspecified),?,-47%,30,?,56µM*,-19%,.,?,-11%
COc1cc(/C=N/N2CCN(C3c4ccccc4-c4ccccc43)CC2)cc(OC)c1OC,50µM*,-12%,1,-39%,?,-3%,-1%,?,-3%
COc1ccc(-n2c(SCC(=O)Nc3ccccc3)nc3c(c2=O)SCC3)cc1,?,-20%,2,-20%,-33%,-5%,12%,36%,3%
Cc1cc(Nc2ccc(C)c(Cl)c2)n2nc(Cc3ccccc3)nc2n1,21%[59 µM],-14%,4,-21%,-25%,-3%,-5%,40%[activator],3%
C/C(N)=C(/C#N)C(=O)COC(=O)CC1CCCC1,?,27%,-2,8%,-16%,2%,11%,25%,-8%
CCCCNc1ccc(-c2nc(-c3ccccc3)no2)cc1[N+](=O)[O-],-48%[59 µM],10%,2,-22%,-21%,-2%,-17%,23%,-1%
CCN(CC)C(=O)CSc1nnnn1-c1ccc(F)c(Cl)c1,0%,10%,1,26%,-9%,-4%,-6%,32%,1%
O=C(NC1=NCCS1)C1CC2CCC1C2 (stereo unspecified),3%[59 µM],-13%,-5,-5%,-14%,7%,-1%,30%,-2%
O=C(N/N=C/c1ccc(Cl)s1)c1ccccc1[N+](=O)[O-],7%,-19%,3,-12%,-23%,-3%,414%[activator],24%,-4%
OC1c2cc(Cl)ccc2-c2c(Cl)cc(Cl)cc21 (stereo unspecified),.,-16%,-2,.,-22%,-23%,?,1%[57 µM],4%
COc1cccc(C(=O)NCC(=O)NCc2cc(=O)n(C)c(=O)n2C)c1,24%,16%,0,-4%[57.1 µM],-6%,3%,-12%,38%,-3%
Cc1c(NC(=O)c2csc3c2CCCC3)c(=O)n(-c2ccccc2)n1C,-13%[59 µM],4%,0,-1%,-9%,-4%,23%,-4%,4%
Cc1noc(C)c1S(=O)(=O)N(C)C[C@H]1Oc2ccc(NC(=O)CCC(F)(F)F)cc2C(=O)N([C@H](C)CO)C[C@@H]1C,.,6%,-2,.,-20%,3%,-21%,32%,2%
C#Cc1ccc([C@@H]2C=C(C(=O)NC3CC3)O[C@H](OCC)[C@H]2CCCO)cc1,49%[activator][59 µM],3%,-4,3%,-10%,-6%,-19%,6%,9%
Cc1ccccc1N1CC(c2nc3ccccc3n2Cc2ccc(Br)cc2)CC1=O (stereo unspecified),?,-24%,-2,-30%,-6%,5%,-13%,42%[activator],0%
O=C(O)c1ccccc1C(=O)Nc1nc(-c2ccc3ccccc3c2)cs1,.,2%,-3,?,-5%,22%,-18%,49%[activator],-1%
Cc1ncc([N+](=O)[O-])n1CC(=O)NC1CCCCC1,13%[59 µM],5%,-1,0%,-19%,3%,17%,12%,4%
O=S(=O)(Nc1ccc(-n2cnnn2)cc1)c1cccc(F)c1,-8%,12%,-1,-3%,-4%,-6%,8%,52%[activator],0%
Cc1c(N(C)C)c(=O)n(-c2ccccc2)n1C,6%[0.501 µM],-11%,4&3,11%,-3%,15%&30%,1%,53%[activator],-2%
CC1CCCN(C(=O)CSCC(=O)Nc2nc(-c3cccs3)cs2)C1 (stereo unspecified),-26%,13%,-1,-6%,-27%,-2%,-19%,2%,5%

# Whole records as entered above. Values in the order: G9a block | RGS4 inh | PI4K2A block | BAZ2B block | JMJD2A Tudor inh | GLS inh | 12-LOX inh | HP1b chromo inh | ERG-DNA inh
# Listed for Cc1[nH]n(-c2ncc(-c3ccc(Cl)cc3)s2)c(=O)c1C(c1ccc(Cl)cc1)C(C#N)C#N (stereo unspecified) = ? | -47% | 30 | ? | 56µM* | -19% | . | ? | -11%
# Listed for COc1cccc(C(=O)NCC(=O)NCc2cc(=O)n(C)c(=O)n2C)c1 = 24% | 16% | 0 | -4%[57.1 µM] | -6% | 3% | -12% | 38% | -3%
# Listed for Cc1ccc2cc(CCNC(=O)c3cccs3)c(=O)[nH]c2c1C = 16% | 8% | 3 | 2% | -13% | -12% | 5% | 23% | -1%
# Listed for Cc1ccc(S(=O)(=O)N2CCCC(c3nc(-c4ccc(C)o4)no3)C2)cc1 (stereo unspecified) = -4%[2.33 µM] | -9% | -1 | -8% | -21% | -1% | ? | 0% | .
# Listed for Cc1ccccc1N1CC(c2nc3ccccc3n2Cc2ccc(Br)cc2)CC1=O (stereo unspecified) = ? | -24% | -2 | -30% | -6% | 5% | -13% | 42%[activator] | 0%

# Assay outcomes as filed in PubChem BioAssay.
